SKKanGAS inh = SKKanGAS growth inhibition; S. pyogenes SKKanGAS, kanamycin growth, BacTiter-Glo, 6 h; inhibition, % at 7.5 µM; hit rate 1.3% among 300,000;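 active = mean replicate score, as percent of positive control median, at least 50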;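 also: strain carries kanamycin resistance gene driven by streptokinase promoter and grows in 40 µg/ml kanamycin; loss of luminescence reflects streptokinase promoter inhibition or plain growth inhibition; 0% = median of DMSO wells and 100% = positive control at its reference dose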
MrgX1 antag = human MrgX1 receptor antagonism, primary screen; Q96LB2; MRGX1-HEK293 calcium flux, Fluo-4, BAM8-22 antagonism; hits give low values; B-score at 10 µM; hit rate 1.3% among 310,000; AID 588676;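 active = calcium-response B-score plate-corrected more than 3 library SD below zero, starting fluorescence within 5 deviations, no agonist response on first addition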;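 also: peak minus trough fluorescence over baseline after final BAM8-22 challenge near maximal dose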
TRPC6 activator = activators of mouse TRPC6 channel; Q61143; HEK293-TRPC6 membrane potential dye fluorescence; hits give high values; B-score at 10 µM; hit rate 0.13% among 310,000;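 active = B-score of the integrated fluorescence ratio above library mean plus 3 SD, and starting fluorescence ratio within library mean plus 5 SD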;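 also: higher score means more depolarization so channel activation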
Target sequence (Q61143 whole entry, looked up): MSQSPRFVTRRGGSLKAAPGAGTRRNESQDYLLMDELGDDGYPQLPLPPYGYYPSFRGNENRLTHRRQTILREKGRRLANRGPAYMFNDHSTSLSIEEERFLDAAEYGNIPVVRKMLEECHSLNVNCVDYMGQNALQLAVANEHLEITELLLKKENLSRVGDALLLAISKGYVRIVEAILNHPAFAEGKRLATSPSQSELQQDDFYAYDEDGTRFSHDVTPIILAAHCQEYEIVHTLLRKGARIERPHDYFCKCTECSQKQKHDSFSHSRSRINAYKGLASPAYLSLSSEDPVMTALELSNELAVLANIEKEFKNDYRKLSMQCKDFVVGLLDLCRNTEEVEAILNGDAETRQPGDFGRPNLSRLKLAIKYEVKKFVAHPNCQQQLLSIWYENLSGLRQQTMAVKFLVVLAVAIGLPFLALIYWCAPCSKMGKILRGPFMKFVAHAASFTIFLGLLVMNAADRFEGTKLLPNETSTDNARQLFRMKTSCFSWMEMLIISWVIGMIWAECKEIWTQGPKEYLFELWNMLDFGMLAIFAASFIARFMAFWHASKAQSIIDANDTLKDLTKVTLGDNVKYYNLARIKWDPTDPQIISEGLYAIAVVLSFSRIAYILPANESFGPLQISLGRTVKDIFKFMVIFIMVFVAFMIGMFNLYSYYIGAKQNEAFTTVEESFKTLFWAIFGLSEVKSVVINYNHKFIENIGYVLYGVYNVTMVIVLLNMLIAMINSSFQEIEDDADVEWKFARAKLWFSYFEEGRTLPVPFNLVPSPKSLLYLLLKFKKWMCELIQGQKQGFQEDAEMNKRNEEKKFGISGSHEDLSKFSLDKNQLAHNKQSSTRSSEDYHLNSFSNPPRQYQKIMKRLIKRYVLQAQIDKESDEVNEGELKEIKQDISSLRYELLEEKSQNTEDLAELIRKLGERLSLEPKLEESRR
TRPC6 inhibitor = inhibitors of mouse TRPC6 channel; HEK293-TRPC6, membrane potential dye, ACh-evoked depolarization; hits give low values; hit rate 1.1% among 310,000; B-score at 10 µM;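 active = B-score under library mean minus 3 SD, initial fluorescence not abnormally high, positive integrated signal ratio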;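 also: B-score derived from integrated fluorescence ratio over the kinetic read; more negative B-score means stronger inhibition of depolarization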
MrgX1 PAM = human MrgX1 positive allosteric modulation, primary screen. MrgX1-HEK293, Fluo-4 calcium flux, FDSS; hits give high values. B-score at 10 µM. hit rate 0.63% among 310,000. Q96LB2;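 active = plate-corrected calcium response at least 3 library SD above typical, normal starting fluorescence, not activating the receptor alone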;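 also: compound read alongside a low EC10 to EC30 dose of BAM8-22 agonist; peak minus trough fluorescence over baseline measured at the second addition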
RGS4 pot = RGS4 potentiation or activation; HEK293 M3R/inducible RGS4, carbachol calcium flux Fluo4; hits give low values; B-score at 10 µM; hit rate 0.92% among 310,000; AID 463111;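 active = B-score of the integrated calcium signal more than 4 SD below the library mean, with starting fluorescence not abnormally high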;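 also: negative B-score means reduced calcium response which marks RGS4 activation or potentiation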
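test system = HEK293 cells with stable M3R and inducible RGS4 | schedule = recording 10 s baseline at 1 Hz, 100 s post-agonist | technique = Fluo4-AM (2 µM) calcium-flux fluorescence, kinetic read | measure = Agonist-evoked peak-minus-minimum fluorescence over baseline, integrated ratio, B score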
HDAC3 inh = human HDAC3 inhibition | O15379 | recombinant HDAC3, fluorogenic peptide/trypsin coupled, fluorescence | inhibition, % at 8.3 µM | hit rate 0.15% among 320,000 | AID 2718; in the data active = inhibition above about 26%, passing the limit was not always enough
ANO1 block = blocks the mouse calcium-activated chloride channel TMEM16A; HEK293 TMEM16A/YFP iodide influx fluorescence, ionomycin; normalized B-score (activity score, 25-100; higher = stronger inhibition) at 10 µM; hit rate 1.2% among 310,000; Q8BHY3;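 active = ratio plate-corrected score three or more library SD toward inhibition, starting fluorescence score within five deviations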;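 also: score derived from kinetic fluorescence span divided by baseline fluorescence per well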
RGS4 block = inhibitors of human RGS4; P49798; HEK293 M3R/RGS4 inducible, Fluo-4 calcium flux; hits give high values; triggered by carbachol at its EC20; B-score at 10 µM; hit rate 0.45% among 310,000;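 active = B-score, a plate-corrected calcium signal, over three deviations above library mean, with baseline fluorescence within five deviations of library mean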;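 also: RGS4 expression induced by doxycycline in cells with stable M3 receptor; B-score is computed from the integrated fluorescence ratio over baseline after carbachol; higher B-score means a larger calcium signal and so more RGS4 inhibition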
Target sequence (P49798 whole entry, looked up): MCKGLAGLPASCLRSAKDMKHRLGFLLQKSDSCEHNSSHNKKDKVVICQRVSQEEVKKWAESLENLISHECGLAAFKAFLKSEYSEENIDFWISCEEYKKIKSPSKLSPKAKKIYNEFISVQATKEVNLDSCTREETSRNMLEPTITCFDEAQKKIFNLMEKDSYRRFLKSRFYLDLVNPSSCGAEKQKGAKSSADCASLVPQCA
MrgX1 ag = activates human MrgX1 receptor signaling. MrgX1-HEK293 cells, Fluo-4 calcium fluorescence, agonist mode; hits give high values. B-score at 10 µM. hit rate 0.44% among 310,000. AID 588627;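 active = calcium response B-score plate-corrected fluorescence ratio at least 3 library SD, with starting fluorescence B-score inside 5 SD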
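Material: MrgX1-expressing HEK293 cells / Dosing: compound as first of three additions / Incubation: overnight seeding, then 1 h dark dye loading / Signal: Fluo-4 NW calcium fluorescence / Evaluation: B-scored fluorescence response ratio / Benchmarks: positive and negative control wells on each plate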
ANO1 activ = activators or potentiators of mouse TMEM16A chloride channel | B-score at 10 µM | hit rate 0.3% among 340,000 | HEK293 TMEM16A/YFP-H148Q/I152L, iodide quench fluorescence; hits give low values;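 active = fluorescence-ratio B-score plate-corrected deviation score at least 3 library SD below zero, with starting fluorescence score within 5 deviations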;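 also: channel opened by trigger with iodide after compound preincubation; score built on the fluorescence ratio of max minus min over baseline; more negative score means more quench and so TMEM16A activation or potentiation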
* hit, by the source's call; i = inactive; nt = not tested or not shown.

SMILES	SKKanGAS inh	MrgX1 antag	TRPC6 activator	TRPC6 inhibitor	MrgX1 PAM	RGS4 pot	HDAC3 inh	ANO1 block	RGS4 block	MrgX1 ag	ANO1 activ
CCOC(=O)c1ccc(NC(=O)NCc2cccnc2)cc1	14.6	i	i	i	i	i	-5.1	i	i	i	i
Cc1cccc2sc(NC(=O)C3CCCO3)nc12 (stereo not drawn)	-10.2	i	i	i	i	i	-1.8	i	i	i	i
CC(C)CN(CCNC(=O)CN1C(=O)COc2ccc(S(=O)(=O)N3CCOCC3)cc21)CC(C)C	-2.0	i	i	i	i	i	-2.5	i	i	i	i
O=C(NCc1ccc(F)cc1)c1cc2sccc2n1Cc1ccc(F)cc1	28.3	i	i	i	i	i	6.4	i	i	i	nt
COc1ccccc1C(=O)NC1CCCc2ccccc21 (stereo not drawn)	-1.4	i	i	i	i	i	-7.2	i	i	i	i
Cc1ccc(S(=O)(=O)N2CCC(C(=O)Nc3nnc(COc4ccccc4)s3)CC2)cc1	0.2	nt	i	i	nt	i	nt	nt	i	nt	i
FC(F)(F)C1=CC(c2ccccc2)=NCCN1	2.7	i	i	i	i	i	4.9	i	i	i	i
O=C(NC1CCCC1)C(c1ccccc1)N(Cc1ccc(F)cc1)C(=O)c1csnn1 (stereo not drawn)	0.0	i	i	i	i	i	4.5	i	i	i	i
O=S(=O)(NCc1ccco1)c1ccc(S(=O)(=O)N2CCCCC2)cc1	0.5	i	i	i	i	i	2.6	i	i	i	i
CCN(CC)C1CCN(C(=O)CCn2nnnc2CN2CCOCC2)C1 (stereo not drawn)	0.5	i	i	i	i	i	5.7	i	i	i	i
C=CCn1c(C)c(C(C)=O)c(N2CCCC2)nc1=S	-3.1	i	i	i	i	i	-5.0	i	i	i	i
CCc1ccc(-c2nc(CSCC(=O)NCCCN3CCCC3=O)c(C)o2)cc1	1.4	i	i	i	i	i	0.4	i	i	i	i
COc1cccc(C2/C(=C(\O)c3ccc4c(c3)OCO4)C(=O)C(=O)N2CCN(C)C)c1OC (stereo not drawn)	0.3	i	i	i	i	i	3.1	i	i	i	i
Nc1nc(CCl)nc(Nc2ccc3ccccc3c2)n1	-5.8	nt	i	i	nt	i	nt	nt	i	nt	i
CC(C)(C)C(=O)NC1CCN(CC(=O)Nc2ccc3c(c2)OCO3)CC1	-0.8	i	i	i	i	i	5.0	i	i	i	i
O=C(NC(Cc1ccccc1)C(=O)O)/C(=C\c1ccc(Cl)cc1)NC(=O)c1ccccc1 (stereo not drawn)	-1.5	i	i	i	i	i	-0.5	i	i	i	i
COc1ccc(C(C)=O)cc1CSc1ccccn1	-0.5	i	i	i	i	i	1.0	i	i	i	i
Cc1cc(NC(=O)c2ccc(S(=O)(=O)N3CCCC3)cc2)nc2c1c(=O)oc1ccccc12	18.8	nt	i	i	nt	i	nt	nt	i	nt	-13.5*
CCNC(=O)N1CCCC(C(=O)c2ccc(-c3ccccc3)cc2)C1 (stereo not drawn)	1.5	i	i	i	i	i	-1.6	i	i	i	i
CCO[C@@H]1OC(C(=O)O)=C[C@H](c2ccc3c(c2)OCO3)[C@H]1CCCO	3.9	i	i	i	i	i	-16.3	i	i	i	i
COCCNC(=O)/C(C#N)=C/c1ccc(-c2ccc(S(=O)(=O)N3CCOCC3)cc2)o1	7.1	i	i	i	i	i	-1.4	i	i	i	i
O=C1CC(C(=O)NCc2ccccc2)C2(CCCC2)O1 (stereo not drawn)	-2.6	i	i	i	i	i	4.3	i	i	i	i
NNc1nc2ccccc2nc1C(F)(F)F	-14.8	i	i	i	i	i	-0.6	i	i	i	i
Cc1cccc(OCC(=O)O/N=C(\N)Cc2cccs2)c1	4.6	i	i	i	i	i	3.8	i	i	i	i
Cn1nc(C(F)(F)F)cc1C(=O)Nc1ccc(Cl)cc1	1.6	i	i	i	i	i	8.1	i	i	i	i
COc1ccc(CC(=O)NCC(c2ccc(OC)cc2)N(C)C)cc1 (stereo not drawn)	0.9	i	i	i	i	i	4.2	i	i	i	i
COc1ccccc1NC(=O)CSCc1cc(=O)n2ccsc2n1	-3.4	i	i	i	i	i	-3.5	i	i	i	i
O=C(NC1CCCCC1)C1CCCN1S(=O)(=O)c1ccc(F)cc1 (stereo not drawn)	-8.1	i	i	-8.07*	i	i	-3.1	i	i	i	i
O=C(NCCc1cccs1)C1CC(c2c(Cl)cccc2Cl)=NO1 (stereo not drawn)	2.7	i	i	i	i	i	6.7	i	i	i	i
CN(C)C(=O)C12CCC(C)(c3nc4ccccc4nc31)C2(C)C (stereo not drawn)	-9.3	i	i	i	i	i	3.6	i	i	i	i
Cc1ccc2[nH]c(O)c(N=NC(N)=S)c2c1	-9.1	i	i	i	i	i	7.7	i	i	i	i
O=C(OCc1nnc(-c2ccccc2)o1)c1cc(=O)c2ccccc2o1	-1.4	i	i	i	i	i	-1.4	i	i	i	i
CN(C(=O)Cn1nnc(-c2cccnc2)n1)C1CCCCC1	-5.1	i	i	i	i	i	-3.2	i	i	i	nt
CCn1c(CCNC(=O)c2ccc(Cl)cc2)n[nH]c1=S	0.0	i	i	i	i	i	3.2	i	i	i	i
COc1ccccc1NC(=O)CCSc1nc(C)cs1	-3.8	i	i	i	i	i	0.4	i	i	i	i
c1ccc(Nc2nn[nH]n2)cc1	-0.3	i	i	i	i	i	-5.7	i	i	i	i
Cc1ccc2oc(C(=O)Nc3nnc(CC(C)C)s3)c(C)c2c1	5.9	i	i	i	i	i	-6.8	i	i	i	i
CCCCNC(=O)N1CCc2[nH]c3ccccc3c2C1	2.1	i	i	-6.13*	i	i	-11.7	i	i	i	i
COc1ccccc1/C=N/Nc1cc(N(C)C)nc(N(C)C)n1	4.3	i	i	i	i	i	-5.5	i	i	i	i
O=C(CSc1nnc(CNC(=O)c2ccccc2F)o1)NCC1CCCO1 (stereo not drawn)	-2.8	i	i	i	i	i	-0.8	i	i	i	i
CCc1ccc(C(=O)C(C)OC(=O)c2nc3nc(C)cc(C)n3n2)cc1 (stereo not drawn)	6.3	i	i	i	i	i	3.8	i	i	i	i
COc1ccc(NC(=O)c2cc(-c3cc(OC)c(OC)c(OC)c3)nc3ccccc23)cc1OC	29.0	i	i	i	i	i	-2.8	i	i	i	i
CCNC(=S)N1CCc2cc(OC)c(OC)cc2C1COc1ccccc1OC (stereo not drawn)	2.8	i	i	i	i	i	-11.5	i	i	i	i
O=c1c2ccccc2ncn1Cc1ccccc1	-4.3	i	i	i	i	i	7.7	i	i	i	i
O=C(CCCCCCCCCCC(=O)NCc1cccnc1)NCc1cccnc1	-2.1	i	i	i	i	i	-2.2	i	i	i	i
Cc1cccc(C)c1NS(=O)(=O)c1ccc(F)cc1	0.6	i	i	i	i	i	5.3	i	i	i	i
CCOC(=O)Cc1c(C)nc2c(-c3ccc(Cl)cc3)c(C)[nH]n2c1=O	7.3	i	i	i	i	i	-7.8	i	i	i	i
O=C1CN=C(Nc2ccccc2)N1Cc1cccs1	-4.9	i	i	i	i	i	-3.0	i	i	i	i
COC(=O)CSC1=C(C#N)C(c2ccc(C)o2)CC(=O)N1 (stereo not drawn)	-10.3	i	i	i	i	i	4.3	i	i	i	i
COc1cccc(C(C#N)N2CCCCC2)c1O (stereo not drawn)	5.0	i	i	i	i	i	3.8	i	i	i	i
O=C(Cn1c(-c2cncs2)nc2ccccc21)NC1CCCC1	-6.7	-5*	i	i	i	i	7.2	i	i	i	i
COc1ccccc1NC(=O)C1CCN(S(=O)(=O)c2ccc3c(c2)NC(=O)CO3)CC1	-2.2	i	i	i	i	i	-5.2	i	i	i	i
O=C(Cc1ncc(C(F)(F)F)cc1Cl)N1CCN(c2ccc(F)cc2)CC1	6.1	i	i	i	i	i	8.4	i	i	i	i
C=C(C)Cc1c(C)nc(-c2ccccc2)[nH]c1=O	6.0	i	i	i	i	i	4.4	i	i	i	i
O=C(Nc1ccc(-c2nc3cc(Cl)ccc3c(=O)o2)cc1)c1ccco1	-9.5	i	i	i	i	i	5.9	i	i	i	i
COc1ccc(/C=C2\CCCC3C2=NC(=S)NC3c2ccc(OC)cc2)cc1 (stereo not drawn)	13.2	i	i	i	i	i	4.1	i	i	i	i
CCC(=O)n1nc(-c2ccccc2)nc1SCC(=O)Nc1ccc(C)cc1	6.7	i	i	i	i	i	1.6	i	i	i	i
NC(=O)CCC(NS(=O)(=O)c1ccc(Cl)cc1)C(=O)NCc1ccccc1Cl (stereo not drawn)	0.8	i	i	i	i	i	-3.2	i	i	i	i
COCCn1cnc2c1c(=O)n(CC(=O)Nc1cc(C)on1)c(=O)n2Cc1ccccc1	-2.0	i	i	i	i	i	1.1	i	i	i	i
COc1ccccc1N(Cc1ccccc1)S(=O)(=O)c1cccc(C(=O)Nc2cc(C)ccn2)c1	8.7	i	i	i	i	i	13.0	i	i	i	i

(list continues)
SMILES	SKKanGAS inh	MrgX1 antag	TRPC6 activator	TRPC6 inhibitor	MrgX1 PAM	RGS4 pot	HDAC3 inh	ANO1 block	RGS4 block	MrgX1 ag	ANO1 activ
COc1cc(/C=C2\SC(=O)N(CCN)C2=O)ccc1OS(=O)(=O)c1cc(C)ccc1C	3.6	nt	i	-7.22*	nt	i	nt	nt	i	nt	i
Cc1ccc(NC(=O)CN2C(=O)COc3ccc(S(=O)(=O)N4CCCC4)cc32)cc1C	3.5	i	i	i	i	i	-1.3	i	i	i	i
CCNS(=O)(=O)c1ccc(CCC(=O)N2CCN(Cc3ccccc3)CC2)cc1	-33.8	i	i	i	i	i	-3.8	i	i	i	i
COc1ccc(Cl)cc1NC(=O)CN1CCCCCC1	-2.4	i	i	i	i	i	-0.1	i	i	i	i
COc1cc(/C=N/NC(=O)CCN2CCN(C)CC2)cc2c1OCO2	-2.4	i	i	i	i	i	6.5	i	i	i	i
CC(=O)Nc1ccc(OCC(=O)N(CC(C)C)C2CCS(=O)(=O)C2)cc1 (stereo not drawn)	3.0	i	i	i	i	i	10.4	i	i	i	i
O=C(COc1ccc2c3c(c(=O)oc2c1)CCC3)N1CCN(c2ccc(F)cc2)CC1	6.8	i	i	i	i	i	-0.2	i	i	i	i
Cc1ccc(OC(=O)Nc2ccccc2)cc1	0.8	i	i	i	i	i	2.3	i	i	i	i
C=CCNc1nc(Nc2ccc(OC)cc2)nc(OCC)n1	-9.7	i	i	i	i	i	2.1	i	i	i	i
CS(=O)(=O)N(CC(=O)NCCC1=CCCCC1)C1CCCCC1	-9.6	i	i	i	i	i	-1.3	i	i	i	i
CCCSc1nsc(N)n1	-6.6	i	i	i	i	i	3.8	i	i	i	i
Cc1nn(Cc2n[nH]c(=S)n2Cc2ccccc2)c(C)c1Cl	-0.3	i	i	i	i	i	-9.2	i	i	i	i
CCc1ccccc1NC(=S)N(CCCN1CCOCC1)Cc1cccs1	-0.8	i	i	i	i	i	5.6	i	i	i	i

Screening data: PubChem BioAssay, several laboratories

Compounds as they come; 6.7% or so of the library scored in one or more.
